Screens (PubChem BioAssay)
UCHL1 block = blocks human UCHL1 ubiquitin-rhodamine cleavage; P09936; purified UCHL1, Ub-rhodamine cleavage fluorescence; inhibition, % at 20 µM; hit rate 0.2% among 47,000
OTUD3 block = blocks human OTUD3 ubiquitin-rhodamine cleavage | inhibition, % at 25 µM | hit rate 0.7% among 47,000 | Q5T2D3 | purified OTUD3, Ub-rhodamine fluorescence, 2 h | AID 1645858
USP10 block = human USP10 deubiquitinase inhibition; Q14694; AID 1645856; purified USP10, Ub-rhodamine fluorescence, 60 min; inhibition, % at 20 µM; hit rate 1.1% among 47,000
Target sequence (Q14694 whole entry, looked up): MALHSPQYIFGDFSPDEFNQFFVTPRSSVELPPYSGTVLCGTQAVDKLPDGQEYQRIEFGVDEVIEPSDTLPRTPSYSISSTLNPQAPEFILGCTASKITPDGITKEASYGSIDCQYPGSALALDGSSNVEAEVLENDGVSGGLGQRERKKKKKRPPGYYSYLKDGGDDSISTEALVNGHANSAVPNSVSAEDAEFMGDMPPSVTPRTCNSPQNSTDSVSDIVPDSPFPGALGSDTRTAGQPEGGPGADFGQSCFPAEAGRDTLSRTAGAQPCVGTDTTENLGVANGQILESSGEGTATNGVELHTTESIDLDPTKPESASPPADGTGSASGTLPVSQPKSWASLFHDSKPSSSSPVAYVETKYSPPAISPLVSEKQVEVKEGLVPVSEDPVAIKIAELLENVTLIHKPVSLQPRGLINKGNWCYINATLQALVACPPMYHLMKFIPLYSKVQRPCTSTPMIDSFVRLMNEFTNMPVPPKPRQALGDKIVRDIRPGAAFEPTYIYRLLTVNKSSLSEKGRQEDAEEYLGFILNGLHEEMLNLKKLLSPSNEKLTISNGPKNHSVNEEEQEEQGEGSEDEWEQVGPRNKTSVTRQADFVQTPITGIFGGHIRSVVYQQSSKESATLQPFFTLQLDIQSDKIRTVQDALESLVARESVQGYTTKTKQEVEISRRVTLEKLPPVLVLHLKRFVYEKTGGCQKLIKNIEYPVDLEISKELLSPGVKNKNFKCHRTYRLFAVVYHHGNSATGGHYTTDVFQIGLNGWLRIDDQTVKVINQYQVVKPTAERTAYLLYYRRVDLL
USP28 inh = inhibitors of human USP28 deubiquitinase; hit rate 3% among 47,000; purified USP28, Ub-rhodamine cleavage fluorescence, 30 min; inhibition, % at 25 µM
USP8 block = inhibitors of human USP8 deubiquitinase; inhibition, % at 20 µM; hit rate 4.2% among 47,000; purified USP8, Ub-rhodamine cleavage fluorescence, 30 min; AID 1645853
USP17 inh = human USP17-like deubiquitinase inhibition; A8MUK1; purified USP17, Ub-rhodamine cleavage fluorescence, 3 h; inhibition, % at 50 µM; hit rate 6.5% among 47,000
USP7 inh = human USP7 deubiquitinase inhibition; purified USP7, Ub-rhodamine cleavage fluorescence; Q93009; inhibition, % at 20 µM; hit rate 0.3% among 47,000; AID 1645854
USP30 inh = human USP30 deubiquitinase inhibition. purified USP30, Ub-rhodamine cleavage fluorescence. Q70CQ3. hit rate 5.3% among 47,000. inhibition, % at 25 µM
* = called active by the depositor; i = inactive; / = not tested or not shown. Cut-off read from the data, not from the text of the source: active = inhibition above about 30%; inactive = the rest.

SMILES	UCHL1 block	OTUD3 block	USP10 block	USP28 inh	USP8 block	USP17 inh	USP7 inh	USP30 inh
CC(CCc1ccc(O)cc1)NC(=O)Nc1ccc(Cl)cc1 (centres undefined)	5	-2	7	5	15	0	4	9
CCC1c2ccsc2CCN1S(=O)(=O)c1ccccc1C#N (centres undefined)	2	10	2	5	4	0	4	14
O=C(Nc1ccc(F)cc1)c1cc2ccccc2[nH]c1=O	4	0	7	/	12	21	11	/
O=C(CCc1c[nH]c2ccccc12)N1CCOCC1c1ccn[nH]1 (centres undefined)	-1	-2	0	-14	0	4	1	3
O=C(O)c1cc([N+](=O)[O-])ccc1N1CCC(Cc2ccccc2)CC1	-1	11	-2	5	-87	0	-30	31*
C[C@@]12C(=O)OC(=O)[C@]1(C)[C@H]1CC[C@@H]2O1	2	2	-2	4	5	0	2	6
CC/C=C\[C@@H](O)[C@@H](O)C1=C(C)C(=O)[C@]2(O1)C(=O)N[C@@](OC)(C(=O)c1ccccc1)C2O (some centres undefined)	-9	-15	-11	-17	-48	-28	-5	-36
COC(=O)c1ccc2c(=O)n(CCCCCC(=O)NCc3cccc(Cl)c3)c(=O)[nH]c2c1	-3	16	39*	16	65*	31*	12	62*
Cc1cccc(NC(=O)c2nnn(-c3ccccc3Cl)c2C)c1C	1	5	2	39*	11	10	-5	18
CCc1ccc(NC(=O)C(C)OC(=O)/C=C/c2ccc(S(=O)(=O)Nc3cccc(S(N)(=O)=O)c3)cc2)cc1 (centres undefined)	4	16	33*	27	18	33*	9	15
Cc1nn(CCO)c2ncc(C(=O)c3cc(Cl)cc(Cl)c3O)cc12	-14	-4	-5	-3	0	11	-19	-16
O=C(NCc1ccccc1)c1ccc(-c2cccnc2)nc1	-1	0	2	-10	3	4	-1	1

In another format: six of the compounds above
canonical_smiles | UCHL1 block | OTUD3 block | USP10 block | USP28 inh | USP8 block | USP17 inh | USP7 inh | USP30 inh
O=C(O)c1cc([N+](=O)[O-])ccc1N1CCC(Cc2ccccc2)CC1 | -1 | 11 | -2 | 5 | -87 | 0 | -30 | 31*
C[C@@]12C(=O)OC(=O)[C@]1(C)[C@H]1CC[C@@H]2O1 | 2 | 2 | -2 | 4 | 5 | 0 | 2 | 6
CC/C=C\[C@@H](O)[C@@H](O)C1=C(C)C(=O)[C@]2(O1)C(=O)N[C@@](OC)(C(=O)c1ccccc1)C2O (some centres undefined) | -9 | -15 | -11 | -17 | -48 | -28 | -5 | -36
COC(=O)c1ccc2c(=O)n(CCCCCC(=O)NCc3cccc(Cl)c3)c(=O)[nH]c2c1 | -3 | 16 | 39* | 16 | 65* | 31* | 12 | 62*
Cc1cccc(NC(=O)c2nnn(-c3ccccc3Cl)c2C)c1C | 1 | 5 | 2 | 39* | 11 | 10 | -5 | 18
CCc1ccc(NC(=O)C(C)OC(=O)/C=C/c2ccc(S(=O)(=O)Nc3cccc(S(N)(=O)=O)c3)cc2)cc1 (centres undefined) | 4 | 16 | 33* | 27 | 18 | 33* | 9 | 15

New compounds follow
SMILES	UCHL1 block	OTUD3 block	USP10 block	USP28 inh	USP8 block	USP17 inh	USP7 inh	USP30 inh
COc1ccc(Cl)cc1NC(=O)CCNS(=O)(=O)c1ccc2c(c1)CCC(=O)N2	0	4	-4	4	-2	-1	4	6
O=C(CN1CCc2ccccc21)Nc1ccccc1F	-3	-12	-4	-9	1	-3	-5	-37
O=C(CN1CC(c2nc(-c3ncccn3)no2)C1)Nc1ccc(F)c(Cl)c1	3	0	1	0	-49	-12	0	7
O=S(=O)(Nc1cccc(-c2nnc3n2CCCCC3)c1)c1ccc2c(c1)OCCO2	3	8	5	6	3	4	9	11
Cc1cc(C)c(C(=O)N2CCCC(C(=O)NC3CCCCC3)C2)[nH]1 (centres undefined)	1	4	0	9	1	7	0	12
COc1cccc(CCN2C[C@H]3CCN(C(=O)c4cc(C)on4)CC[C@H]3S2(=O)=O)c1	-2	7	0	3	-1	0	4	6
O=S(=O)(Cc1ccccc1)N1CCc2nc[nH]c2C1	-4	-7	0	-7	-1	-7	0	-2
Cc1cnc(CNC(=O)c2cc(-c3cnc(Nc4ccccc4)nc3)cn2C)cn1	3	-13	0	-14	-11	-1	2	-28
CN(Cc1cccnc1)c1nc2c(c(=O)[nH]1)CCN(Cc1cccc(F)c1)CC2	-2	5	-5	8	8	0	1	9
CC(C(=O)Nc1ccc2[nH]c(=O)[nH]c2c1)N1CCCCCC1 (centres undefined)	0	-1	0	-1	3	6	4	-2
CS/C=C/C(=O)O	1	14	2	5	2	12	6	19
Cc1ccc(C2(C(=O)N3CCC4(CC3)CC(Oc3ccccc3)CO4)CCOCC2)cc1 (centres undefined)	6	11	-1	6	0	16	5	21

USP30 inh: what is marked active above
SMILES	UCHL1 block	OTUD3 block	USP10 block	USP28 inh	USP8 block	USP17 inh	USP7 inh	USP30 inh
O=C(O)c1cc([N+](=O)[O-])ccc1N1CCC(Cc2ccccc2)CC1	-1	11	-2	5	-87	0	-30	31*
COC(=O)c1ccc2c(=O)n(CCCCCC(=O)NCc3cccc(Cl)c3)c(=O)[nH]c2c1	-3	16	39*	16	65*	31*	12	62*

The listing continues.
SMILES	UCHL1 block	OTUD3 block	USP10 block	USP28 inh	USP8 block	USP17 inh	USP7 inh	USP30 inh
C=CCNC(=O)c1cc2c(=O)n3cccc(C)c3nc2n1CCCOC	0	-4	0	-6	-1	7	0	-10
COc1ccccc1N1CCN(CC2C(=O)O[C@@H]3CC4=CCC[C@H](C)[C@@]4(C)[C@@H](O)[C@H]23)CC1 (some centres undefined)	5	-3	-5	0	0	-11	3	-11
O=C(NC[C@H]1OC[C@@H]2CCN(C3CCOCC3)C[C@@H]21)c1ccnnc1	-1	2	2	-9	-62	-6	3	-1
Cc1cc(C)n(Cc2c(C(=O)NCC(C)c3ccccc3)noc2C)n1 (centres undefined)	-1	-3	-3	-8	0	-2	-1	-26
Cc1cccc(OCc2nc(C)c(C(=O)NC3CCCC3)s2)c1	-1	3	3	0	0	25	0	20
COc1ccc(CC(=O)NC[C@H]2C[C@@]3(C)[C@@H](O)CCCC[C@H]3N2C(C)=O)cc1	1	16	0	5	18	14	2	11
CCCCCCCCCC[C@H](C(=O)O)[C@]1(C(=O)O)CCC(=O)O1	-27	-74	-2	-51	-111	-69	-47	-217
Cc1ccc2cccc(OCc3nnc(SCC(=O)c4ccc(Cl)cc4)n3C)c2n1	7	21	13	6	33*	61*	8	39*
Cc1cccc(C2CCCN2C(=O)c2cc(C(C)C)on2)c1 (centres undefined)	1	6	0	0	12	4	-4	-12
CC(=O)N1C[C@H]2C3(CCN(C(=O)Cc4ccccc4)CC3)CC[C@@]2(C(=O)N(C)C)C1	1	5	-4	5	-11	-7	-3	1
O=C(c1ccco1)N1CCN(C(c2cccc(F)c2)c2sc3ncnn3c2O)CC1 (centres undefined)	0	5	1	1	12	0	0	0
Cc1cc(C)c2cc(C(=O)NC3CCN(Cc4ccccc4)CC3)[nH]c2c1	2	5	2	14	24	23	8	67*
CC1=NS(=O)(=O)N(Cc2ccccc2)C=C1C(=O)Nc1cccc(C)c1	-57	-68	-5	-119	-100	-94	-65	-412
COc1ccc(C(=O)CC(=O)C(=O)Nc2cc(C)ccc2OC)cc1	5	19	9	26	5	17	9	-12
O=C(c1noc2c1CCc1sccc1-2)N1CCc2ccccc21	0	-5	-5	-11	-30	8	1	-22
CC(C)(C)c1cc(N2CCN(CCO)CC2)nc(-c2ccccn2)n1	-1	10	2	5	2	1	-16	23
O=C(NC1CCN(Cc2ccccc2)CC1)c1cc(CN2CCOCC2)on1	-1	0	-3	4	-2	-7	1	-11
Cc1nc(C2COCCN2C(=O)c2cc(C(C)(C)C)[nH]n2)cc(=O)[nH]1 (centres undefined)	37*	-9	2	-2	0	-5	-1	1
Cn1c(=O)[nH]c(=O)c2c1nc(N1CCc3ccccc3C1)n2CCCc1ccccc1	2	6	5	5	16	11	7	8
Cn1c(=O)c2c(SCc3ccccc3)nc(-c3ccco3)nc2n(C)c1=O	0	-7	-2	-1	1	-1	-2	-4
CC1(C)Cc2c(sc3nc(SCc4ccccc4)nc(NC4CCCCC4)c23)CO1	0	-8	-4	0	0	3	7	-14
Cc1nc(-c2ccc(S(C)(=O)=O)cc2)cc(C2CCNC2)n1 (centres undefined)	0	-4	1	-5	-22	-14	3	-3
O=C(Nc1ccc(F)cc1F)N1CCCCCC1c1cccs1 (centres undefined)	0	-1	-1	-10	0	-2	-14	1
Cc1ccc(N2CCCS2(=O)=O)cc1NS(=O)(=O)CCc1ccccc1	-46	-168	-3	-196	-86	-179	-43	i

Record cards, as listed above.
CC(=O)N1C[C@H]2C3(CCN(C(=O)Cc4ccccc4)CC3)CC[C@@]2(C(=O)N(C)C)C1 is listed with UCHL1 block: 1; OTUD3 block: 5; USP10 block: -4; USP28 inh: 5; USP8 block: -11; USP17 inh: -7; USP7 inh: -3; USP30 inh: 1
O=C(Nc1ccc(F)cc1F)N1CCCCCC1c1cccs1 (centres undefined) is listed with UCHL1 block: 0; OTUD3 block: -1; USP10 block: -1; USP28 inh: -10; USP8 block: 0; USP17 inh: -2; USP7 inh: -14; USP30 inh: 1
Cc1cc(C)c(C(=O)N2CCCC(C(=O)NC3CCCCC3)C2)[nH]1 (centres undefined) is listed with UCHL1 block: 1; OTUD3 block: 4; USP10 block: 0; USP28 inh: 9; USP8 block: 1; USP17 inh: 7; USP7 inh: 0; USP30 inh: 12

(continued)
SMILES	UCHL1 block	OTUD3 block	USP10 block	USP28 inh	USP8 block	USP17 inh	USP7 inh	USP30 inh
O=C(NCc1ccccc1CN1CCOCC1)c1cc(-c2ccncc2)nc2ccccc12	1	7	-3	1	2	4	0	2
COCCn1c(C(=O)Nc2ccc(C(C)=O)cc2)cc2c(=O)n(C)c(=O)n(C)c21	2	4	-5	0	-2	0	2	-9
CCc1ccc(NC(=O)Cn2cc(C(=O)N3CCCC3)c(=O)c3ccc(C)nc32)cc1	-6	-13	-4	-9	-7	-14	-7	-22
COCC(=O)N1CCC[C@@H]2NC(=O)c3ccccc3OCCCCC[C@@H]21	2	7	1	5	14	13	9	10
Cc1cc(-c2csc(N)n2)c(C)n1Cc1cccs1	-50	-171	-7	-225	-95	-173	-73	i
Nc1nc(SC/C=C/c2ccccc2)n[nH]1	5	6	0	13	15	7	0	21
O=C(CCc1ccccc1)Nc1nnc(C2CC(=O)N(c3ccc(Cl)cc3)C2)s1 (centres undefined)	2	14	19	11	-4	12	8	15
Cc1ccc(NC(=O)CSc2cc(N3CCCCC3)ncn2)cc1F	4	7	4	25	-7	0	-10	31*
Cc1nc(-c2ncc(C)[nH]2)cc(C2CCCN(Cc3cncs3)C2)n1 (centres undefined)	1	-10	1	-6	-49	-9	0	-18
COc1ccc(C(=O)CN2C(=O)N(c3cccc(C)c3)S(=O)(=O)c3ccccc32)cc1	-1	-4	6	-2	0	-11	5	1
CCCn1c(-c2ccccc2)cn2c3c(=O)[nH]c(=O)n(C)c3nc12	0	-6	6	-4	-36	-2	-20	-10
CCC(CC)C(=O)N[C@@H]1CC[C@@H]2C[C@@H]1[C@@H](O)CO2	-2	-3	1	-9	17	-6	0	-1
CCc1ccccc1NC(=O)N1CC(C(=O)NC)C2(CCCC2)C1 (centres undefined)	-1	7	0	3	11	9	4	14
Cc1ccc(NC(=O)COC(=O)Cn2cnc3c2c(=O)n(C)c(=O)n3C)cc1Cl	-3	1	-1	-1	-1	-5	-4	-10
Cc1ccc(Nc2nccc(C3CCN(C(=O)c4cccnc4)C3)n2)nc1 (centres undefined)	2	0	-1	-1	-3	-2	2	-151
Cc1cc(C(F)(F)F)n(-c2ccc(NC(=O)Nc3cccc(C(F)(F)F)c3)cc2)n1	6	31*	30*	43*	15	39*	5	-5
Cc1ccc(C(=O)C2CC(=O)Nc3c2c(C)nn3-c2cccc(C)c2C)s1 (centres undefined)	0	-4	2	1	2	-5	-3	-1
